# Screening results as filed in PubChem.
# MITF primary: blocks human microphthalmia-associated transcription factor; AlphaScreen MITF homodimerization, bead proximity signal; inhibition, % at 2.6 µM; 0.91% of 650,000 active; AID 1259374; in the data active means inhibition above about 50%;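 further: 0% = vehicle wells with protein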
# FBW7 act: human FBW7 E3 ligase activation, primary screen; Q969H0; AlphaScreen FBW7–phospho-cyclin E peptide binding, activator screen; normalized activity (activation), % at 26.1 µM; 0.13% of 650,000 active; AID 1259310; in the data active means normalized activity above about 1.9%;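 further: purified mutant Fbw7 with reduced substrate affinity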
# Target sequence (Q969H0 whole entry, looked up): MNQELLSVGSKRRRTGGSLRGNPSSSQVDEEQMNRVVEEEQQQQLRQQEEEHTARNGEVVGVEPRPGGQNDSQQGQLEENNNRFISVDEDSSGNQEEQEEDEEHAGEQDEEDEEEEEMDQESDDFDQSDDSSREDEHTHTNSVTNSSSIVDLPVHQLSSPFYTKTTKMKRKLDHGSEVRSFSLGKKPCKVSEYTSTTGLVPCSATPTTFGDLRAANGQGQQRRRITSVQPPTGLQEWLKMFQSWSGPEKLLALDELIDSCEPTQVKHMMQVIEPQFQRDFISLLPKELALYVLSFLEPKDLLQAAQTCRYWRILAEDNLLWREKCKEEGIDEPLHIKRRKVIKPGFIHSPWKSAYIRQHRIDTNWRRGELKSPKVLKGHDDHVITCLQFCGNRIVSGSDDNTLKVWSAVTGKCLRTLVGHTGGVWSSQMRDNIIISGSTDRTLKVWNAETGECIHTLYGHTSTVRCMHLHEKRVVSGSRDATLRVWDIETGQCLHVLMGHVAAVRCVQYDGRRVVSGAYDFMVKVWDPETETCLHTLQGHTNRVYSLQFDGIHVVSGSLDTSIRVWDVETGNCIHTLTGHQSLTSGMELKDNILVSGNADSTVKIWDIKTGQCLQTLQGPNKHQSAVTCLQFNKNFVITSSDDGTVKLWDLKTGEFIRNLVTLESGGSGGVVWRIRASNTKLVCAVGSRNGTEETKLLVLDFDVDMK
# TEAD-YAP inh: TEAD-YAP interaction inhibition | HEK-TIYL cells, TEAD-Gal4/YAP UAS-luciferase luminescence | inhibition, % at 9.12 µM | 1.4% of 640,000 active | AID 1259422; in the data active means inhibition above about 32%;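 further: 0% = median of test compound wells and 100% = reference inhibitor wells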
# GPR151 ag: activates the human receptor GPR151 | Q8TDV0 | PathHunter beta-arrestin GPR151 cells, luminescence | activation, % at 11.2 µM | 1% of 650,000 active; in the data active means activation above about 4.9%;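 further: 0% = median of compound wells and 100% = cells with positive control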
# Target sequence (Q8TDV0 whole entry, looked up): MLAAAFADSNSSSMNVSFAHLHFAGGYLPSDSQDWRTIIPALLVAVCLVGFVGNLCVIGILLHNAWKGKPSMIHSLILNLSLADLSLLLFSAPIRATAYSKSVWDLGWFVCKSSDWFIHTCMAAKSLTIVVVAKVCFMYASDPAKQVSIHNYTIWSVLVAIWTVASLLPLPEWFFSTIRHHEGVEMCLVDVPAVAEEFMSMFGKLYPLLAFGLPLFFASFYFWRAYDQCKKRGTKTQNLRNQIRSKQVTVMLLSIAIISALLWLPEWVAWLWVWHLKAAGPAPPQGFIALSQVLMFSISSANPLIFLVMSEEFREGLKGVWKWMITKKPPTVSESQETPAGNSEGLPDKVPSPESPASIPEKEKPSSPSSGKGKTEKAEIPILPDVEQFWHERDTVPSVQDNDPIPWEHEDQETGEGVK
# Active calls of the source: *. This is a random part of the collection; 3.5% or so of the library scored in one or more.
SMILES,MITF primary,FBW7 act,TEAD-YAP inh,GPR151 ag
O=[N+]([O-])c1ccc(N2CCN(c3ccc([N+](=O)[O-])c4cccnc34)CC2)cc1,21,2.3*,1,-0.5
CCOc1cccc2cc(C(=O)NC(C)=O)c(=Nc3cccc(C)c3)oc12,-8,0.2,1,-0.7
CCCCCN(C(=O)NC(=O)NC1=C(C(=O)OC)SCC1)S(=O)(=O)c1ccccc1,-2,-0.1,3,0.4
Clc1ccc(-n2cc(-c3ccccc3)c3c(N4CCN(c5ccccc5Cl)CC4)ncnc32)cc1,-2,0.0,-3,-0.3
Cc1noc(C)c1C(=O)N1CCC(C2(C)NC(=O)N(C3Cc4ccccc4C3)C2=O)CC1 (stereo not drawn),18,0.2,-1,-0.1
Cc1ccccc1Nc1nc(N)nc(CCl)n1,-15,0.0,-3,1.2
Cc1ccc(C)c(OCC(=O)Nc2c(C)cccc2C(C)C)c1C,3,-0.1,12,0.4
CC1CCN(C(=O)Cn2nc(Cc3cccnc3)c3ccccc3c2=O)CC1,5,-0.1,-5,0.0
O=C(Cn1cnc2sc3c(c2c1=O)CCCC3)Nc1ccc(F)c(F)c1F,9,0.2,-6,0.5
C#CCOC(=O)CNS(=O)(=O)c1ccc([N+](=O)[O-])cc1,-7,-0.2,2,4.3
CCN(Cc1ccccc1)C(=O)C1CCCCC1,13,0.0,-2,-0.6
O=C(CCCCCn1c(=S)[nH]c2ccccc2c1=O)NCc1cccs1,12,0.2,-1,-1.1
CCc1ccc(NC(=O)CNC(=O)c2nn(-c3ccc(OC)c(Cl)c3)c(=O)c3ccccc23)cc1,4,0.0,-4,0.1
O=C(O)CCCCCN1C(=O)CSC1=S,-13,0.0,33*,-1.0
CCCc1noc(CN(C)Cc2cccc(-n3cccn3)c2)n1,0,0.2,3,0.2
Cn1ccnc1SCC(=O)Nc1ccccc1F,13,0.9,-22,-1.0
Cc1cc(Nc2ccccc2)nc(N2CCC(N3CCOCC3)CC2)n1,7,-0.1,3,1.3
C=CCOC(=O)C1=C(C)NC(SCC(=O)Nc2cc(Cl)ccc2C)=C(C#N)C1c1cccs1 (stereo not drawn),-12,0.0,-1,1.2
O=C(O)c1cc(-c2ccc(Br)cc2)nc2ccc(Cl)cc12,3,0.3,2,-0.6
CC(NC(=O)c1cccs1)C(c1cccs1)N1CCOCC1 (stereo not drawn),-3,-0.1,-2,-2.0
CC(C)CC(=O)C(=O)NCCN1Cc2ccccc2OC(c2ccccc2F)C1 (stereo not drawn),17,1.0,-5,-0.5
CC1Oc2cccnc2N(Cc2cccc(F)c2)C1=O (stereo not drawn),20,0.0,5,-0.6
O=C(O)CCC(=O)N1CCC2(CC1)OCc1cc(-c3ccc(Cl)cc3)ccc1O2,-24,0.0,-12,-0.2
O=C(N(c1ccccc1)C1C=CS(=O)(=O)C1)C12CC3CC(CC(C3)C1)C2 (stereo not drawn),7,0.0,4,0.7
CC(C)NC(=O)c1ccccc1NC(=O)Cc1ccccc1,8,0.1,-2,-0.3
CN1CC=C2C(C#N)=C(N)C(C#N)(C#N)C(c3ccccc3C(F)(F)F)C2C1 (stereo not drawn),-7,-0.3,1,0.8
CCCC(=O)NCCc1cn2ccc(C)cc2n1,6,0.1,-2,0.5
COC(=O)c1ccc(CN2CCN(C3CCCCC3)C(CCO)C2)cc1 (stereo not drawn),6,0.0,5,-0.5
CC(C)C(CC(=O)NCC1CCCO1)NS(=O)(=O)c1ccc(F)cc1 (stereo not drawn),2,0.0,13,-0.4
CCN(CC)C(=O)C1CCCN(c2ncc(C)c(NCc3cccnc3)n2)C1 (stereo not drawn),11,0.0,3,-1.7
Cc1nn2c(C(F)(F)F)cc(-c3ccc(Cl)cc3)nc2c1C(=O)N1CCCc2ccccc21,-4,0.1,-12,-0.9
CS(=O)(=O)C1=C(OC(c2ccccc2)c2ccccc2)C(=O)N(c2ccc(S(N)(=O)=O)cc2)C1c1ccccc1 (stereo not drawn),22,0.5,-4,-0.2
O=C(NCC1CCC2(CCN(Cc3cnn(-c4ccc(F)cc4)c3)CC2)O1)c1ccccc1 (stereo not drawn),-16,-0.1,-9,-0.5
CCOC(=O)N1CCN(C(=O)COc2ccc(Br)c(C)c2)CC1,14,0.6,3,-0.8
CC1(C)CC(=O)C2=C(C1)N(c1ccc(Cl)cc1)C(N)=C(C#N)C2c1cccnc1 (stereo not drawn),16,0.0,10,2.0
CCCc1cc(=O)[nH]c(SCC(=O)Nc2ccc(C(N)=O)cc2)n1,0,-0.1,7,-0.9
Cc1cc(C(=O)Nc2nnc(CC(C)(C)C)s2)ccc1[N+](=O)[O-],5,-0.1,-43,-0.5
COc1cc2ccccc2cc1C(=O)OC1CCCCC1=O (stereo not drawn),4,-0.3,8,0.5
CC(=O)Oc1ccc(-c2csc(Nc3cccc(C(=O)O)c3)n2)cc1,-2,1.0,-39,-0.7
O=C1NN(c2cccc(Cl)c2)C(=O)/C1=C\c1ccc(N2CCOCC2)cc1,2,0.0,-4,0.8
Cc1ccc(S(=O)(=O)Cc2nc3ccccc3oc2=O)cc1,-3,0.0,-10,1.4
CCCOc1ccc(C(O)c2ccccc2)cc1 (stereo not drawn),-22,0.1,-3,-1.0
CCC1Sc2cc(S(=O)(=O)CCC(=O)N(C)c3ccc(C)cc3)ccc2NC1=O (stereo not drawn),0,0.3,22,0.1
CCOc1ccccc1-c1cc(N2C(=O)Nc3ccccc3N2O)on1,-1,0.0,-2,0.7
CN(CCC#N)C(=O)COC(=O)CCN1C(=O)c2cccc([N+](=O)[O-])c2C1=O,-3,-0.1,-6,-0.1
C/C(=N\NC(=O)CNc1ccccc1C)c1ccc(Br)cc1,4,0.0,-3,0.5
COC(=O)c1ccc(NC(=O)C2CC(=O)N(c3ccc(Br)cc3)C2)cc1 (stereo not drawn),-4,-0.1,5,0.8
c1ccc(CNc2nc(-c3cccs3)nc3c2ncn3C2CCCCC2)cc1,15,0.1,-1,-2.1

# Nothing new here: entries from further up.
SMILES,MITF primary,FBW7 act,TEAD-YAP inh,GPR151 ag
Cc1cc(C(=O)Nc2nnc(CC(C)(C)C)s2)ccc1[N+](=O)[O-],5,-0.1,-43,-0.5
COc1cc2ccccc2cc1C(=O)OC1CCCCC1=O (stereo not drawn),4,-0.3,8,0.5

# (list continues)
SMILES,MITF primary,FBW7 act,TEAD-YAP inh,GPR151 ag
COC(=O)Cn1cc(S(=O)(=O)Nc2ccc(C)c(C)c2)c2cc([N+](=O)[O-])ccc21,-1,0.1,-10,-0.5
COc1ccc(CN2CCC(N3CC4CCC3C4)CCC2=O)cc1 (stereo not drawn),-9,0.0,4,-1.0
COc1ccc(NC(=O)CNC(=O)c2ccccc2F)cc1Cl,14,0.1,3,-0.5
Cc1cccc2c1c(N=NC(N)=S)c(O)n2C1OC(CO)C(O)C(O)C1O (stereo not drawn),12,0.6,7,0.5
CC(=O)c1cccc(NC(=O)CSc2nc(-c3ccc(F)cc3)cs2)c1,-13,-0.3,-1,-5.5
O=C1C2CCCN2C(c2ccc(Cl)cc2)N1c1nccs1 (stereo not drawn),9,0.1,15,0.4
O=C(Oc1ccccc1Cl)c1cc(S(=O)(=O)N2CCCCCC2)ccc1Cl,0,0.0,1,2.2
CN(Cc1ccccc1)C(=O)c1cc(-c2ccc(F)cc2)no1,-2,0.0,-14,-1.4
CCCNC1=C(c2ccc(OC)cc2)C(=O)c2ccccc21,-1,-0.2,-15,-2.1
CCOc1ccc(C(c2c(C)[nH][nH]c2=O)c2c(C)[nH][nH]c2=O)cc1OC,8,-0.5,5,-0.6
O=c1ccc2cc(S(=O)(=O)N3CCN(Cc4ccccc4)CC3)ccc2[nH]1,11,0.1,0,-1.2
CC(=O)Nc1cc(C(=O)OCc2ccc(Cl)cc2)ccc1C,-16,-0.3,3,-0.5

# Part of the list above, with two lines to a compound.
# Values run as follows: MITF primary | FBW7 act | TEAD-YAP inh | GPR151 ag
> CC(=O)Nc1cc(C(=O)OCc2ccc(Cl)cc2)ccc1C
    -16 | -0.3 | 3 | -0.5
> CN(Cc1ccccc1)C(=O)c1cc(-c2ccc(F)cc2)no1
    -2 | 0.0 | -14 | -1.4

# Later entries.
SMILES,MITF primary,FBW7 act,TEAD-YAP inh,GPR151 ag
COc1ccccc1C1CC(=O)NC(C)=C1C(=O)OC(C)C (stereo not drawn),0,-0.4,-14,0.4
CCC1SC2=NC(C)=C(C(=O)OC(C)C)C(c3ccccc3)N2C1=O (stereo not drawn),-20,0.2,-10,0.2
Oc1ccc(CCNc2nc(Nc3ccc(C(F)(F)F)cc3)nc3c2ncn3Cc2ccc(C(F)(F)F)cc2)cc1,-17,-0.1,0,-1.8
CCN1C(=O)C(O)(CC(=O)c2ccc(Br)cc2)c2cc([N+](=O)[O-])ccc21 (stereo not drawn),-4,-0.3,3,0.3
Cc1cccc(N2CCN(c3nc4ccccc4n4nnnc34)CC2)c1C,4,-0.1,0,-0.7
CC1CCN(CCCNC(=O)C2CC(=O)N(CCc3ccccc3)C2)CC1 (stereo not drawn),107*,-0.1,2,-1.7
COc1ccc(C(=O)Nc2ccc3oc(-c4ccccc4Cl)nc3c2)cc1[N+](=O)[O-],6,-0.1,6,0.1
Cc1ccccc1OCC(=O)Nc1nnc(-c2ccnn2C)o1,15,-1.1,-1,-0.1
COC(=O)CSc1nnc(-c2cc(OC)c(O)c(OC)c2)n1C,-1,0.0,1,0.1
Cc1cc(C)c2c(n1)nn1c(N3CCC(C(N)=O)CC3)cc(C)nc21,9,0.1,2,0.1
CCC(C)NC(=O)c1nn2c(c1Cl)NC(c1ccc(Cl)cc1)CC2C(F)(F)F (stereo not drawn),6,0.8,10,-0.3
Cc1ccc(-c2nc3ncccc3o2)cc1NC(=O)c1cc(I)ccc1Cl,-12,-0.1,-9,0.0
Cc1[nH]n(-c2ccccc2)c(=O)c1C(=O)c1ccccc1F,1,-0.2,-2,-0.8
O=C(NCc1ccco1)C1(c2cccs2)CCOCC1,-15,0.1,3,2.1
CCOC(=O)CN(Cc1ccc(OC)c(OC)c1)S(=O)(=O)c1ccc(C)cc1,14,0.1,5,-0.2
CCC(=O)Nc1ccc(N2CCN(C(=O)c3ccccc3)CC2)cc1,9,0.0,2,1.4
COCCNC(=S)NC(=O)c1ccccc1Br,-7,0.0,7,-1.4
CCCCn1c(CNC(=O)c2cccc(C)c2)nnc1SC(C)C(=O)Nc1sc2c(c1C(=O)OCC)CCC2 (stereo not drawn),-5,0.0,8,0.5
CCOC(=O)c1c(NC(=O)CN2CCCCC2)sc2c1CCN(C(=O)OCC)C2,14,0.1,11,0.2
CCc1ccc(CNC(=O)C2CC(=O)N(CCc3ccc(C)cc3)C2)cc1 (stereo not drawn),-13,-0.2,4,-0.4
CC1CC(C)CN(C(=O)Cn2cc(C=O)c3ccccc32)C1 (stereo not drawn),-5,0.1,0,4.5
Cc1ccc(-c2cnc3ccc(NCc4ccc(S(N)(=O)=O)cc4)nn23)cc1,16,-0.1,13,0.8
CN(CCCC(=O)NCc1ccco1)S(=O)(=O)c1ccccc1,-6,-0.1,-15,0.0
Cc1ccc(OCC(O)Cn2c(C3CC(=O)N(C(C)(C)C)C3)nc3ccccc32)cc1 (stereo not drawn),4,-0.2,18,-0.2
COc1cc(Nc2ncnc3c2nc(NCCN2CCOCC2)n3C(C)C)cc(OC)c1OC,5,0.0,8,-0.1
CCOCCCNC(=O)c1cc2c(=O)n3cc(C)ccc3nc2n1C,-6,0.1,-2,-2.0
COc1ccc(CN2CCN(Cc3cnc(C)s3)CC2CCO)c(C)c1C (stereo not drawn),-16,-0.1,-14,0.5
NC(=O)CSc1nc(-c2ccccc2)c(-c2ccccc2)[nH]1,-2,-0.1,-8,0.8
CC(=O)Nc1ccc(NS(=O)(=O)c2ccc(C)cc2)c([N+](=O)[O-])c1,-2,0.1,-1,-0.4
N#C/C(=N\Nc1cccc(F)c1)C(=N)N1CCCCC1,11,0.0,-39,0.9
CCCCc1ccc(N2C(=O)c3cccc(Cl)c3C2=O)cc1,13,0.0,1,-0.5
CCOC(=O)CC(=O)CSc1nc2cc(C(=O)N3CCC(C(N)=O)CC3)ccc2c(=O)n1-c1ccc(F)cc1,-11,0.1,-6,-0.4
CCOC(=O)c1c(CN2CCCCC2)n(C2CCCCC2)c2cc(Br)c(O)cc12,8,0.1,3,1.7
N=C1/C(=C\c2ccc(-c3cccc([N+](=O)[O-])c3)o2)C(=O)N=C2SC=NN12,13,-0.2,12,0.5
COc1cc(S(=O)(=O)Nc2ccccc2F)cc(C(=O)O)c1OC,7,0.9,-2,-0.1
CCOc1cc(/C=C2\C(=O)N(c3ccccc3)N=C2C)cc(Cl)c1OCC(=O)OC,8,-0.8,1,0.5
CCOc1ccccc1C1C(C#N)=C(SCC(=O)Nc2cc(Cl)ccc2C)NC2=C1C(=O)CCC2 (stereo not drawn),-12,0.0,4,-0.2
CC(=O)c1ccc(-n2nncc2-c2ccc([N+](=O)[O-])cc2)cc1,-10,-0.1,-10,0.6

# Only FBW7 act, GPR151 ag and TEAD-YAP inh (seven entries from above):
SMILES	FBW7 act	GPR151 ag	TEAD-YAP inh
CCCCc1ccc(N2C(=O)c3cccc(Cl)c3C2=O)cc1	0.0	-0.5	1
CCOC(=O)CC(=O)CSc1nc2cc(C(=O)N3CCC(C(N)=O)CC3)ccc2c(=O)n1-c1ccc(F)cc1	0.1	-0.4	-6
CCOC(=O)c1c(CN2CCCCC2)n(C2CCCCC2)c2cc(Br)c(O)cc12	0.1	1.7	3
N=C1/C(=C\c2ccc(-c3cccc([N+](=O)[O-])c3)o2)C(=O)N=C2SC=NN12	-0.2	0.5	12
COc1cc(S(=O)(=O)Nc2ccccc2F)cc(C(=O)O)c1OC	0.9	-0.1	-2
CCOc1cc(/C=C2\C(=O)N(c3ccccc3)N=C2C)cc(Cl)c1OCC(=O)OC	-0.8	0.5	1
CCOc1ccccc1C1C(C#N)=C(SCC(=O)Nc2cc(Cl)ccc2C)NC2=C1C(=O)CCC2 (stereo not drawn)	0.0	-0.2	4
